# Jurkat NFkB inh = lowers PMA/ionomycin-induced NF-kB signal in Jurkat cells. PMA/ionomycin-induced NF-kB luciferase reporter, luminescence. AID 435003. actives 0.53% (n = 330,000). inhibition, % at 4 µM
# Apaf-1 inh = inhibitors of human Apaf-1 apoptosome | reconstituted apoptosome caspase-3 activity, DEVD-Rh110 fluorescence | inhibition, % at 20 µM | actives 0.71% (n = 330,000) | AID 489030; active = inhibition of at least 40% at 20 µM;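 also: plate controls were DMSO wells for no effect and DEVD-CHO caspase inhibitor wells for full effect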
# Target sequence (O14727 whole entry, looked up): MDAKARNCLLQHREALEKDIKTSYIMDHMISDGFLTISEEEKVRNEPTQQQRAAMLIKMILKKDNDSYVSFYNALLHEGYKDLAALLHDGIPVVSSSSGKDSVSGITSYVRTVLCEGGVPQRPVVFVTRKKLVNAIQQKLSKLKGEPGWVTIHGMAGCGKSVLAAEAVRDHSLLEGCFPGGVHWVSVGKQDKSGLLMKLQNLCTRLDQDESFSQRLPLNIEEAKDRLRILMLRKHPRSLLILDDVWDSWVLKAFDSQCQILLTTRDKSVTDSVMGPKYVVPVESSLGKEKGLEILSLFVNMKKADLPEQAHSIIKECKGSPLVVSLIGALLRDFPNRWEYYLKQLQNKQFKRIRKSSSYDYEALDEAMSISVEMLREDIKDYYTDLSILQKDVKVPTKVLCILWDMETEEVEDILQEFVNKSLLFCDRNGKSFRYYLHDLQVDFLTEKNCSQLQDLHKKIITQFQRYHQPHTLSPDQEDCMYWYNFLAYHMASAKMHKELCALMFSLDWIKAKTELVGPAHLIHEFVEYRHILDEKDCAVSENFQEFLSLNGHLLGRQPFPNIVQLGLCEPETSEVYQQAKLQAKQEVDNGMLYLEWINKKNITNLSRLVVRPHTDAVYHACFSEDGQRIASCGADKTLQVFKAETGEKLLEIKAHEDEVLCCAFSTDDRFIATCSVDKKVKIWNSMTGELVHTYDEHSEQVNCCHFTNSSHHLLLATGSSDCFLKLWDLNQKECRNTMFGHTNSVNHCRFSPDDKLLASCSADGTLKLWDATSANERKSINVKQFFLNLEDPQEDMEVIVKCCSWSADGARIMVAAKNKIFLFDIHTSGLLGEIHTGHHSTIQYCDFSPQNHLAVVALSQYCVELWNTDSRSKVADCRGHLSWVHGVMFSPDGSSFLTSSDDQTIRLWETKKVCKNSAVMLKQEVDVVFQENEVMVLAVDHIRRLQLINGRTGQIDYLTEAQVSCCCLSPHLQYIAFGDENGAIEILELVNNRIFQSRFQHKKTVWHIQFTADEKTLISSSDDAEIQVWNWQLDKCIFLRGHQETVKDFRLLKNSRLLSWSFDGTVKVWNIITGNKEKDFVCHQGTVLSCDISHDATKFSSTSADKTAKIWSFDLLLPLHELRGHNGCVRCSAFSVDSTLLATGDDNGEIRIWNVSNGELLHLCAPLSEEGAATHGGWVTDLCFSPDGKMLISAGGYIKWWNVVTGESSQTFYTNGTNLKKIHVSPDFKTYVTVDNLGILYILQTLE
#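 Material: reconstituted apoptosome with Apaf-1, cytochrome c, caspase-9, procaspase-3, dATP. Technique: Rh110 fluorescence intensity. Buffer or medium: pH 7.5 Hepes buffer with CHAPS, BSA, DTT. Times: 30 min plus 50 min, RT.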
# UBC13 polyUb = human UBC13 polyubiquitination inhibition; UBC13 polyubiquitin chain formation, TR-FRET; inhibition, % at 20 µM; actives 0.47% (n = 330,000); P61088; in the data active = inhibition above about 45%, passing the limit was not always enough; inconclusive = no clear call, values can overlap the other calls
# Gli-Sufu block = blocks Gli-Sufu signaling in a luciferase reporter; Sufu-KO-LIGHT fibroblasts, Gli luciferase reporter luminescence; actives 0.74% (n = 340,000); inhibition, % at 5 µM; AID 588413;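 active = inhibition above about 55%, limit read from the data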;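 also: 0% = DMSO-treated cells and 100% = wells with medium but no cells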
# 697 NFkB inh = inhibitors of the PMA/ionomycin-induced NF-kB reporter in 697 B cells. actives 0.33% (n = 330,000). inhibition, % at 4 µM. 697 B-cell NF-kB luciferase reporter, 16 h; in the data active = inhibition above about 35%
# SENP7 inh = blocks the human protease SENP7; Q9BQF6; recombinant SENP7, Z-RLRGG-aminoluciferin luminescence, 40 min; inhibition, % at 5 µM; actives 1.5% (n = 330,000);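 active = inhibition above about 50% at the single test dose, limit read from the data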;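 also: plate controls were DMSO with enzyme for no effect and no enzyme buffer wells for full effect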
# HKDC1 inh = blocks human hexokinase HKDC1 activity. recombinant HKDC1, G6PDH/diaphorase resazurin coupled fluorescence. inhibition, % at 20 µM. Q2TB90. actives 0.16% (n = 340,000). AID 493160;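 active = inhibition above about 35% when tested at 20 µM, limit read from the data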;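 also: plate controls were DMSO wells with enzyme for no effect and DMSO wells lacking enzyme for full effect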
#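 test system = in-house recombinant HK5 (HKDC1) enzyme | amount = HKDC1 at 5 µg/mL | control set = DMSO-enzyme wells negative, buffer-substituted wells positive | compound = one dose of 20 µM, 1% DMSO | schedule = reaction time 90 min, room temperature, protected from light | technique = resorufin fluorescence at 613 nm | reagent = glucose with 1 mM ATP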
# SENP8 block = blocks the human protease SENP8; purified SENP8, Z-RLRGG-aminoluciferin cleavage, luminescence; Q96LD8; inhibition, % at 10 µM; actives 1.2% (n = 330,000); AID 2540
# * = called active by the depositor; i = inactive; u = inconclusive; & = joins results of further samples. Rule as the data show it, unless noted: active = inhibition above about 50%; inactive = the rest.
structure | Jurkat NFkB inh | Apaf-1 inh | UBC13 polyUb | Gli-Sufu block | 697 NFkB inh | SENP7 inh | HKDC1 inh | SENP8 block
CC1CCN(Cc2nc(-c3ccc(Cl)cc3)no2)CC1 | -39 | 5 | -3 | -7 | -48 | 6 | 4 | 4
O=C1OC[C@@H]2CCCN2C(=O)[C@H](CC(=O)N(CCO)Cc2ccccc2)C/C=C\CC[C@@H]1Cc1ccc(F)cc1 | 12 | 20 | 0 | 10 | 6 | -6 | -1 | -14
CCOC(=O)C1CCN(S(=O)(=O)c2ccc(C)cc2)CC1 | 6 | 7 | 0 | 4 | -1 | -5 | -8 | -1
Fc1ccc(Cn2cc(C(=S)N3CCOCC3)c3ccccc32)cc1 | 2 | -13 | -2 | -1 | 8 | -3 | -5 | 0
Cc1ccsc1/C=N/N1CCOCC1 | -4 | 4 | -9 | -1 | 2 | 2 | -6 | -14
C=C(C)COc1ccc2c(C)c(C)c(=O)oc2c1OCC(=C)C | 16 | 13 | 19 | 3 | 4 | 3 | 0 | 2
CC(C)NC(=O)c1ccc2c(c1)nnn2C | -6 | 5 | -5 | -1 | -19 | -6 | -2 | -10
O=C(COC(=O)/C=C/c1nc2ccccc2s1)Nc1cccc(Cl)c1Cl | -1 | 1 | -3 | 0 | -3 | 0 | -5 | 5
CCCC(CCC(=O)Nc1cccc([N+](=O)[O-])c1)C(=O)O (configuration not stated) | 3 | -14 | 5 | 6 | 13 | -2 | -2 | -5
CC(=O)N1c2ccccc2[C@@H](C)[C@@H]1C | -9 | -1 | -10 | -4 | 11 | -1 | -6 | 2
Cc1cccc(NS(=O)(=O)c2ccc(Cl)cc2)n1 | -6 | -32 | -6 | -2 | 1 | -11 | 2 | -14
CCCCn1nnnc1SCC(=O)Nc1ccc(C)cc1 | -2 | 0 | 2 | 6 | -6 | 7 | 9 | 4
CC(=O)OCC(=O)c1c[nH]c2ccccc12 | -7 | -9 | -4 | -3 | 0 | 8 | -3 | -17
O=C1C2CC=CCC2C(=O)N1c1ccc(NCCc2ccccc2)c([N+](=O)[O-])c1 (configuration not stated) | -24 | 14 | -22 | -6 | -68 | -4 | -9 | -19
Cc1ccc(S(=O)(=O)N2CCCC(c3nc4c(nnn4Cc4ccc5c(c4)OCCO5)c(=O)[nH]3)C2)cc1 (configuration not stated) | -5 | 14 | 0 | -8 | -2 | 5 | 10 | 1
CCOC(=O)c1ccc(N(CC(=O)NC2CCCC2)C(=O)CNC(=O)c2ccco2)cc1 | -1 | 9 | 3 | 0 | 23 | 7 | -6 | -1
COc1ccc(-c2ccc(-c3nnc(Cc4ccc(OC)c(OC)c4)o3)cc2)cc1 | 0 | -1 | -7 | 6 | -37 | 7 | -5 | 9
CC(=O)CSc1ncnc2scc(-c3ccc(F)cc3)c12 | 2 | -5 | 5 | -35 | -22 | 2 | -7 | -5
Cc1ccc(C(=O)N[C@H](C(=O)N2CCN(c3ccccc3F)CC2)C(C)C)cc1 | 8 | 16 | 1 | -2 | 19 | 2 | 4 | -3
CCC(=O)NC(=Nc1nc2ccccc2s1)NC(=O)CC | -122 | 9 | -4 | 26 | -199 | 4 | 4 | -15
C(=C\n1nnc2ccccc21)/c1ccccn1 | -139 | -10 | 4 | -91 | -168 | 79* | -1 | 74*
CCCN(C(=O)c1ccc(N2CCCC2=O)cc1)C1CCS(=O)(=O)C1 (configuration not stated) | -2 | 2 | 6 | 9 | 13 | 7 | -6 | -9
COc1ccc(N(C(=O)C(C)C)S(=O)(=O)c2cccs2)cc1 | 15 | -5 | 1 | 0 | -4 | 1 | 9 | -6
O=C(CSc1nnc(-c2ccccn2)o1)Nc1ccccc1C(F)(F)F | -47 | 4 | 0 | -13 | -8 | -3 | -7 | -4
O=C(N/N=C/c1ccc([N+](=O)[O-])cc1)c1cccc2cc[nH]c12 | 9 | 1 | 1 | -8 | 5 | 8 | -6 | -12
COc1cc(C2CC(=O)c3c(O)cc(O)cc3O2)ccc1O (configuration not stated) | -10 | 5 | 10 | -4 | 8 | 2 | -2 | 1
O=C(Cc1ccccc1)N1N=C(c2ccncc2)CC1(O)C(F)(F)F (configuration not stated) | -7 | -7 | -19 | 4 | -5 | 0 | -7 | -7
Cc1nnc(-c2ccc(Cl)cc2)[nH]c1=O | 20 | -5 | 6 | -3 | 3 | -7 | 0 | -1
CN(C)S(=O)(=O)c1ccc(C(=O)OCC(=O)N2CC3(C)CC2CC(C)(C)C3)cc1 (configuration not stated) | -7 | 9 | -6 | 1 | 10 | 2 | -4 | -5
CC1=Nn2c(nnc2-c2ccccc2F)SC1 | -3 | -7 | 0 | 5 | 21 | -5 | -3 | -2
COC(=O)c1sccc1NC(=S)N1CCN(c2ccc(F)cc2)CC1 | -8 | 1 | 19 | 6 | -3 | -3 | 7 | 2
CCN(CC)c1ccc(C(=O)Nn2c(C)nc3ccccc3c2=O)cc1 | 2 | 5 | 33 | 2 | 3 | -6 | 2 | -10
O=C(O)c1cccc(CSc2nc(-c3ccc(Cl)cc3)cc(C(F)(F)F)n2)c1 | 22 | 15 | -10 | -24 | 15 | 0 | 0 | 1
O=C(CCNS(=O)(=O)c1ccc(Br)cc1)NCc1ccc(F)cc1 | -3 | -16 | -3 | 2 | -2 | 13 | -3 | -9
Cn1c(=NC(=O)C2CCN(S(=O)(=O)c3cccs3)CC2)sc2ccccc21 | 1 | 10 | u | -7&-4 | -10 | 0 | 2&2 | 0
Cc1ccc(NC(=O)CN(C)C(=O)Cn2nnc(-c3ccccc3)n2)cc1 | 11 | 9 | 0 | 25 | 13 | 3 | -5 | 3
O=C(/C=C/c1ccccc1)NCCS(=O)(=O)N1CCN(c2ccccc2)CC1 | 6 | 7 | 4 | -1 | 6 | 4 | 2 | 10
Cc1ccc(-n2nnnc2-c2cccc(C)c2)cc1 | -3 | -2 | 10 | -1 | -2 | 0 | 1 | -8
N#Cc1ccc(CSc2nnc(Cc3cccs3)n2Cc2ccco2)cc1 | 3 | 9 | 6 | 7 | 19 | -8 | 1 | -12
COC(=O)c1cc(C(=O)c2ccc(Cl)cc2)n2c(=O)/c(=C\N(C)C)sc12 | 8 | 1 | 0 | 57* | 41* | -1 | 11 | 3
C=CCn1c(=O)c2ccccc2n2c(SCc3nc4ccccc4s3)nnc12 | -73 | 4 | -1 | -3 | -85 | -2 | -1 | -5
O=C(NCc1ccc2c(c1)OCO2)C1CCN(c2nccc(C(F)(F)F)n2)CC1 | 10 | -20 | 12 | 3 | 8 | 4 | -5 | 0
COc1ccc2sc3ccccc3c(=O)c2c1 | -54 | -77 | 26 | -51 | -46 | 81* | 1 | 74*
COc1ccc(C(C(=O)NC2CCCCC2)N(Cc2ccco2)C(=O)c2snc(C(N)=O)c2N)cc1 (configuration not stated) | -4 | 8 | 9 | 14 | 10 | 13 | -6 | 8
CCN(CC)S(=O)(=O)c1ccc(C)c(NC(=O)Cn2c(=O)cnc3ccccc32)c1 | 1 | 2 | -1 | -19 | -2 | -6 | -2 | -16

# 6 entries drawn at random from the list so far:
structure | Jurkat NFkB inh | Apaf-1 inh | UBC13 polyUb | Gli-Sufu block | 697 NFkB inh | SENP7 inh | HKDC1 inh | SENP8 block
COc1ccc(C(C(=O)NC2CCCCC2)N(Cc2ccco2)C(=O)c2snc(C(N)=O)c2N)cc1 (configuration not stated) | -4 | 8 | 9 | 14 | 10 | 13 | -6 | 8
CCC(=O)NC(=Nc1nc2ccccc2s1)NC(=O)CC | -122 | 9 | -4 | 26 | -199 | 4 | 4 | -15
CC1=Nn2c(nnc2-c2ccccc2F)SC1 | -3 | -7 | 0 | 5 | 21 | -5 | -3 | -2
CC(C)NC(=O)c1ccc2c(c1)nnn2C | -6 | 5 | -5 | -1 | -19 | -6 | -2 | -10
O=C(CCNS(=O)(=O)c1ccc(Br)cc1)NCc1ccc(F)cc1 | -3 | -16 | -3 | 2 | -2 | 13 | -3 | -9
CCCC(CCC(=O)Nc1cccc([N+](=O)[O-])c1)C(=O)O (configuration not stated) | 3 | -14 | 5 | 6 | 13 | -2 | -2 | -5

# Record cards, from the list above. Screens in order: Jurkat NFkB inh	Apaf-1 inh	UBC13 polyUb	Gli-Sufu block	697 NFkB inh	SENP7 inh	HKDC1 inh	SENP8 block
# Entry for O=C(O)c1cccc(CSc2nc(-c3ccc(Cl)cc3)cc(C(F)(F)F)n2)c1 = 22	15	-10	-24	15	0	0	1
# Entry for Cn1c(=NC(=O)C2CCN(S(=O)(=O)c3cccs3)CC2)sc2ccccc21 = 1	10	u	-7&-4	-10	0	2&2	0
# Entry for COC(=O)c1cc(C(=O)c2ccc(Cl)cc2)n2c(=O)/c(=C\N(C)C)sc12 = 8	1	0	57*	41*	-1	11	3
# Entry for Cc1ccc(NC(=O)CN(C)C(=O)Cn2nnc(-c3ccccc3)n2)cc1 = 11	9	0	25	13	3	-5	3

# Going on with the list.
structure | Jurkat NFkB inh | Apaf-1 inh | UBC13 polyUb | Gli-Sufu block | 697 NFkB inh | SENP7 inh | HKDC1 inh | SENP8 block
CCCCc1cc(=O)oc2c(C)c(OCC(=O)NCc3ccccn3)ccc12 | 9 | 5 | 0 | 5 | 4 | 0 | -4 | -7
COc1ccc(/C=C2\CCc3ccccc3C2=O)c(OC)c1OC | -31 | -10 | 1 | -17 | -57 | -1 | 7 | -6
CCN(CC)S(=O)(=O)c1ccc(Cl)c(NC(=O)c2ccccc2C)c1 | -9 | 15 | -12 | -7 | -2 | -8 | -3 | -12
Cc1ccc(S(=O)(=O)NC(=O)c2ccccc2)cc1C(C)C | 19 | 2 | 1 | 6 | 22 | 4 | -6 | 3
CCc1ccc(CN(C(=O)c2oc3ccccc3c2C)C2CCS(=O)(=O)C2)cc1 (configuration not stated) | 4 | 14 | 10 | 8 | -7 | 0 | -2 | 9
Fc1ccc(-n2c(=S)[nH]c3cccnc32)cc1 | 1 | -3 | -7 | -2 | -9 | -17 | -2 | -3
COc1ccccc1NC(=O)CSc1nc2sc(C)c(C)c2c(=O)n1C | 28 | 20 | 6 | 38 | -17 | -1 | -2 | -8
CCN1CC(CN(C)Cc2cn(-c3ccc(C)cc3)nc2-c2ccc(F)cc2)CC1=O (configuration not stated) | 4 | -4 | 1 | -11 | 5 | 1 | -4 | 1
CN1c2ccc(Cl)cc2C(=O)NC1C1CC=CCC1 (configuration not stated) | -5 | -11 | 23 | 14 | 7 | 3 | -1 | 2
O=S(=O)(NCCCN1CCOCC1)c1ccc(Cl)cc1 | -4 | 2 | 3 | -9 | 2 | 9 | -3 | 0
O=c1cc(CSc2ccc(Cl)cc2)nc2nc[nH]n12 | -10 | 16 | -11 | 0 | 11 | -8 | -1 | -20
CN(C)c1oc(-c2ccc(Cl)cc2)nc1S(=O)(=O)c1ccccc1 | 14 | 5 | 7 | 1 | -4 | 8 | -2 | 7
O=C(N/N=C/c1cccc2cccnc12)c1ccccc1O | 49 | 4 | -40 | 48 | -94 | 0 | -3 | -12
CCOC(=O)CSc1nnc(CNC(=O)Cc2ccccc2)n1C | -15 | -1 | 0 | 3 | -4 | 2 | 6 | 6
COc1ccc(C(=O)OCC(=O)NCC2CCCCC2)cc1S(=O)(=O)N1CCCc2ccccc21 | 10 | 19 | 0 | 5 | 5 | 2 | 6 | -5
CCN(CC)C(=O)COc1cc(C)cc2oc(=O)cc(-c3ccccc3)c12 | -11 | 10 | 7 | -25 | 7 | 0 | -2 | 0
CCCc1nnc(NC(=O)CCC(=O)NCc2ccc(OC)cc2)s1 | -3 | -13 | 3 | 1 | 16 | -2 | -2 | 0
CCN(Cc1ccncc1)C(=O)c1ccc(Br)o1 | -7 | i | -3 | 2 | -11 | 10 | -3 | -7
CC(C)(C)c1cc(Cl)ccc1OCCn1ccnc1 | -22 | 12 | 3 | 13 | -47 | -6 | -1 | -9
O=C(NCC(c1ccco1)N1CCN(c2ccccc2)CC1)OCc1ccccc1 (configuration not stated) | 0 | 17 | -2 | 3 | -61 | -6 | -2 | -11
COc1ccc(N(C(=O)CNS(=O)(=O)c2ccccc2)C(C(=O)NCc2ccco2)C(C)C)cc1 (configuration not stated) | -10 | 9 | -14 | 12 | -26 | -2 | -7 | -2
Cc1cccc(N2C(=O)CC(n3ccnc3)C2=O)c1C (configuration not stated) | -4 | 7 | 1 | -9 | 0 | 6 | -12 | -4

# Screening data deposited in PubChem BioAssay by Sanford-Burnham Center for Chemical Genomics.
